# Compound activity as filed in PubChem.
# mcGAS MS inh – inhibitors of Mus musculus cyclic GMP-AMP synthase, initial high-throughput assay, cell-free, RapidFire MS | Q8C6L5 | recombinant mouse cGAS, cGAMP by RapidFire MS | inhibition, % at 12.5 µM | actives 0.18% (n = 130,000) | AID 1259397, 2018;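 active = inhibition of cGAS enzyme activity at or above 60%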;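 note: enzyme stimulated by 45 bp dsDNA with ATP and GTP substrates; cGAMP share of summed cGAMP plus half ATP and half GTP signals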
# Target sequence (Q8C6L5 whole entry, looked up): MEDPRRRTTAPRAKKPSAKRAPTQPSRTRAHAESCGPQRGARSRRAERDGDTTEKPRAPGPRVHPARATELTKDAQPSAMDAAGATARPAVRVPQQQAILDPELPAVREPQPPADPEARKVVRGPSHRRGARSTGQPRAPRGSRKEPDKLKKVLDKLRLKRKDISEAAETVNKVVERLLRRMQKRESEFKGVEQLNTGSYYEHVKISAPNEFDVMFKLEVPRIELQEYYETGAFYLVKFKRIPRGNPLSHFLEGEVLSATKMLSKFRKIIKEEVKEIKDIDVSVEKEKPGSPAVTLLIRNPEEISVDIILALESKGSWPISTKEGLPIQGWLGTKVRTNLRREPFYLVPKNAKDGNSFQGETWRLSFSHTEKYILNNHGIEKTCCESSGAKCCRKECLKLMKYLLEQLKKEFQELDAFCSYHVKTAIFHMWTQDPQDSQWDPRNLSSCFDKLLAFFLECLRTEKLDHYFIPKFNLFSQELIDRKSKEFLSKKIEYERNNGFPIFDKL
# Starred values were filed as active, the others as inactive; & = joins results of further samples.
mcGAS MS inh | mol
0 | CCN1C(=O)NC(c2cc(Br)ccc2OC)C(C(=O)Nc2cc(C)on2)=C1C (centres undefined)
1 | O=C(O)CCCC(=O)Nc1nccs1
-7 | CC(C)Oc1ccc(CN2CCC2(C)C(=O)Nc2ccc(Cl)c(Cl)c2)cc1 (centres undefined)
-7 | COC(=O)Cn1c(=O)c2c(nc3n(-c4ccccc4F)c(C)cn23)n(C)c1=O
-3 | Cc1cnc(CNC(=O)CCSc2ccc3c(c2)OCCO3)cn1
-11 | C=C(CC=NNc1ccc([N+](=O)[O-])cc1)CCC=C(C)C
2 | COc1cc(N2CCN(S(=O)(=O)c3ccc4nc(C)sc4c3)CC2)nc(C)n1
-4 | CC(C)(CO)N(Cc1nc2ccsc2c(=O)[nH]1)Cc1nc2ccsc2c(=O)[nH]1
2 | CN(C)S(=O)(=O)c1cccc(Cn2c(=O)c3cccnc3n2C)c1
1 | Cc1ccccc1C1CC(C)N(C(=O)CCCn2ccnc2)C1 (centres undefined)
-50 | O=C(NCCc1nnc2n1CCC2)c1ccc(CN2CCCCC2)cc1
-8 | COCCC(=O)N1CCC(Oc2ccc(C(=O)NC3Cc4ccccc4C3)cc2)CC1
-9 | Cc1ccc(C(C)Nc2cc(C)ccc2F)cc1 (centres undefined)
-10 | CC(C)(C)c1ccc(C(=O)N2CCC(c3nc(C4CC4)n[nH]3)CC2)cc1
-4 | C=CCn1c(N2CCN(c3ccc(OC)cc3)CC2)nc2c1c(=O)[nH]c(=O)n2C
-4 | CCn1cc(NC(=O)NCc2ccc3[nH]c(C)cc3c2)c2ccccc21
-10 | Cc1ccccc1-c1noc(-c2cccc([N+](=O)[O-])c2)n1
-12 | CSc1ccccc1NC(=O)NC1CCCN(C2CCCCCC2)C1 (centres undefined)
-6 | CCCNC(=O)CN(C)c1cnn(-c2ccc(C(=O)O)cc2)c(=O)c1Cl
-10 | C=CCN(CC=C)C(=O)CN1CCCC(C(N)=O)C1 (centres undefined)
-9 | COCCc1noc(C2CCCN(C(=O)CN3C(=O)CNC3=O)C2)n1 (centres undefined)
-5 | Cc1cc(=O)[nH]c(-n2nc(C3CC3)cc2NC(=O)c2ccccc2Cl)n1
-6 | Cc1ccc(Nc2nc(Nc3ccc(F)cc3)nc3nccnc23)cc1
8 | CCOC(=O)C1CCN(S(=O)(=O)NCc2ccccc2)CC1
-38 | COC(=O)NNC(=O)Nc1ccc(F)cc1F
-2&1 | COc1ccc(OC)c(CNC(=O)CC2C(=O)NCCN2Cc2cccc(F)c2F)c1 (centres undefined)
4 | CN(CC12CC3CC(CC(C3)C1)C2)C(=O)c1ccc2nc[nH]c2c1
-7 | Cc1cc(-c2cccc(OC(F)(F)F)c2)nc(N)n1
-11 | Cn1ncc(NC2CCc3ccccc3C2)c(Cl)c1=O (centres undefined)
-5 | CCNS(=O)(=O)CCNC(=O)C(CC)c1cccc(C(F)(F)F)c1 (centres undefined)
-3 | C=CCn1c(SCc2ccccc2)nc(O)cc1=O
-2 | CC(C)c1ccc(-n2cc(O)c(C(=O)N(C)C3CCN(C(=O)OC(C)(C)C)CC3)n2)cc1
-7 | Cc1ccccc1-n1cc(CNc2ccc(-c3nccn3C)nn2)cn1
-9 | CC(=O)c1cc(C(=O)N2CCC(CCC(=O)NCc3cccnc3)CC2)cs1
-4 | COc1cccnc1NC(=O)C1Cc2ccccc2O1 (centres undefined)
-3 | COc1ccc(C(=O)NC2CCCc3c2cnn3-c2ccc(C)c(C)c2)c(OC)c1OC (centres undefined)
-26 | Cc1cnn(C)c1NC(=O)c1cccc(CN2CC[C@@H]3CCCC[C@H]3C2)c1
70* | CCN1C(=CC=Cc2sc3ccccc3[n+]2CC)Sc2ccccc21
-6 | Cc1cc(C(F)(F)F)nn1C(=O)c1ccc(Cl)cc1
-32 | COc1cc(=O)n(-c2ccccc2C)nc1C(=O)Nc1cccc(C)c1C
2 | O=C(c1cccnc1Oc1ccccc1)N1CCN(c2ccccn2)CC1
-1 | CC(=O)NCc1ccc(-c2nc(-c3ccccn3)no2)s1
1 | O=S(=O)(c1cccs1)N1CCC(CO)(Cc2cccc(F)c2)CC1
-13 | O=C(Nc1nc(-c2ccc(Oc3ccccc3)cc2)cs1)c1cccc(C(F)(F)F)c1
-21 | O=C(O)C1C2C=CC3(CN(c4ccccc4Br)C(=O)C13)O2 (centres undefined)
-7 | COc1ccc(C(C)=O)cc1-c1cccc(C(F)(F)F)c1
-8 | O=S(=O)(c1cc(C(F)(F)F)cc(C(F)(F)F)c1)N1CCNCC1
-8 | O=C1N(c2ccccc2)C[C@@H]2C[C@@H](c3cn[nH]c3-c3ccccc3)N3CCC[C@@]123
-12 | Cc1nccn1-c1ccccc1CNC(=O)[C@@H](O)c1ccccc1
-6 | Cc1ccc(-n2c(SCC(=O)NCc3ccc(F)cc3)nc3c(c2=O)SCC3)cc1
-17 | Cc1nc(C(F)(F)F)ccc1C(=O)N1CCC1(C)C(=O)NS(=O)(=O)c1c(C)noc1C (centres undefined)
0&3 | C[N+]1(C)C2CC[C@H]1CC(OC(=O)C(O)c1ccccc1)C2 (some centres undefined)
-22 | Cn1ccsc1=NC(=O)c1ccc(Cl)s1
15 | O=c1oc2ccccc2c(Cl)c1[N+](=O)[O-]
-7 | CCOc1nc(N2CCC(NC(=O)C3CCCCC3)CC2)ncc1Br
-7 | O=C(CCl)NCCN1C(=O)C(=Cc2ccc3c(c2)OCO3)SC1=S

# Laid out differently: entries from further up
SMILES | mcGAS MS inh
O=c1oc2ccccc2c(Cl)c1[N+](=O)[O-] | 15
CCOc1nc(N2CCC(NC(=O)C3CCCCC3)CC2)ncc1Br | -7

# Later entries.
mcGAS MS inh | mol
-8 | c1nnnn1CC1CCOCO1 (centres undefined)
-16 | Cc1cccc(C(C(=O)NCc2cn3cc(C)sc3n2)N(C)C)c1 (centres undefined)
-3 | Cc1ccccc1N=C1NC(=O)/C(=C\c2ccccc2OCC(=O)N2CCCC2)S1
6 | Cc1nc2ccccn2c(=O)c1NC(=O)c1ccccc1Cl
0 | C[C@@H]1Cc2nc(-c3ccc(Cl)cc3)ncc2C(=O)N1CC(=O)OC(C)(C)C
0&2 | CCN(Cc1cccs1)C(=O)Cn1cnc2c1c(=O)n(C)c(=O)n2C
0 | CC(=O)[C@H]1CCC2C3CCC4=CC(=O)CC[C@]4(C)C3CC[C@@]21C (some centres undefined)
-12 | O=c1ccc(-c2cccs2)nn1Cc1ccncc1

# Another view of some results above.
molecule | mcGAS MS inh
Cc1nc2ccccn2c(=O)c1NC(=O)c1ccccc1Cl | 6
C[C@@H]1Cc2nc(-c3ccc(Cl)cc3)ncc2C(=O)N1CC(=O)OC(C)(C)C | 0
CCN(Cc1cccs1)C(=O)Cn1cnc2c1c(=O)n(C)c(=O)n2C | 0&2

# Next part:
mcGAS MS inh | mol
-6 | COc1ccccc1-c1cncc(NC(C)=O)n1
-19 | CC(=O)Nc1ccc(/C=C/C(=O)Nc2ccc(F)c(Cl)c2)cc1
-6 | COc1ccccc1-n1cc(CN2CCCC(CO)(Cc3ccccc3)C2)cn1 (centres undefined)
-7 | Cc1cc(N2C(=O)c3oc4ccccc4c(=O)c3C2c2cccc([N+](=O)[O-])c2)no1 (centres undefined)
-5 | COC(=O)c1sc2ncn(-n3c(C)ccc3C)c(=O)c2c1C
-10 | Cc1ccc(-c2cnnc(N)n2)s1
-13 | COc1ccc(Br)cc1C1SCC(=O)N1c1ccc(O)cc1 (centres undefined)
1 | Cc1cc(C23CC4CC(CC(C4)C2)C3)cc(NCN2C(=O)c3ccccc3C2=O)c1C

# 5 records picked at random from the list so far, as already listed:
mcGAS MS inh | mol
-7 | Cc1cc(N2C(=O)c3oc4ccccc4c(=O)c3C2c2cccc([N+](=O)[O-])c2)no1 (centres undefined)
1 | Cc1cc(C23CC4CC(CC(C4)C2)C3)cc(NCN2C(=O)c3ccccc3C2=O)c1C
-10 | Cc1ccc(-c2cnnc(N)n2)s1
-5 | COC(=O)c1sc2ncn(-n3c(C)ccc3C)c(=O)c2c1C
-13 | COc1ccc(Br)cc1C1SCC(=O)N1c1ccc(O)cc1 (centres undefined)

# More entries
mcGAS MS inh | mol
3 | CCOc1ccc(-c2nnc(SCC#N)o2)cc1
-14 | COc1cccc(CN(C)Cc2cc3ccc(F)cc3[nH]c2=O)c1
9 | CCN(CC)C1CCN(C(=O)c2cn(CCCc3ccccc3)nn2)C1 (centres undefined)
-7 | C/C(=C\c1ccccc1)CN1CCCC1c1nc(-c2ccncc2)no1 (centres undefined)
3 | O=S1(=O)N=C(N2CCN(c3ccc(F)cc3)CC2)c2ccccc21
-5 | CCN1CCN(C(=O)N[C@@H](C(=O)N[C@@H]2C(=O)N3[C@@H]2SC(C)(C)[C@@H]3C(=O)O)c2ccccc2)C(=O)C1=O
-7 | CCOC(=O)N1CCN(C(=O)c2ccc(Cn3c(=S)[nH]c4cc5c(cc4c3=O)OCO5)cc2)CC1
-7 | CC1(C(=O)NS(=O)(=O)c2cccs2)CCN1C(=O)C1CCCCC1 (centres undefined)
-12 | COc1cc(CN(C)Cc2ccc(Cl)s2)cc(OC)c1O
3 | COc1ccc(O)c(C(=O)c2cc(SC)c3nc4sc5c(c4c(=O)n3c2)CCCC5)c1
4 | COc1ccccc1C(C)N(C)C(=O)CCn1c(-c2cccs2)n[nH]c1=S (centres undefined)
-4 | COc1ccc(C2CC(=O)c3cnc(N4CCCC4)nc3C2)c(OC)c1 (centres undefined)
4 | CCOC(=O)C1(CCOc2ccccc2)CCN(Cc2cccc3nonc23)CC1
-7 | Cc1ccc(S(=O)(=O)Nc2nc(C#N)c(C#N)[nH]2)cc1
-1 | N#Cc1cccc(CSc2nnnn2C2CC2)c1
-2 | CN(Cc1nc2ccccc2c(=O)[nH]1)C(=O)NCCCc1ccccc1
-1 | CC(C)NC(=O)c1cnc(N2CCN(CCc3ccccc3)C2=O)o1
-3 | CCc1c(C)sc2ncnc(N3Cc4cnn(CCO)c4C3)c12
-4 | O=C(NCc1cccc(C(F)(F)F)c1)c1cn(CCOc2ccc(F)cc2)c(=O)s1
-9 | CCC(C)c1ccc(C(=O)COc2cccc(C#N)c2)cc1 (centres undefined)
-12 | O=C(CN1C(=O)c2ccccc2C1=O)ON1C(=O)CCC1=O
-7 | CCOC(=O)c1c2n(c3cc(Cl)c([N+](=O)[O-])cc3c1=O)CCCCC2
-1 | COc1cc(OC)cc(-n2c(-c3snnc3-c3ccccc3)n[nH]c2=S)c1
2 | CCS(=O)(=O)c1ccc2c(c1)N(Cc1ccccc1F)C(=O)C(C)O2 (centres undefined)
-16 | CNc1snc(C)c1C(=O)OCC(=O)N1CCCCCCC1
-5 | Cc1ccc2c(c1C)NC(=O)C2CC(=O)N1C[C@H]2C[C@H](O)[C@H](O)C[C@H]2C1 (some centres undefined)
-7 | C=CCN(C)C(=O)c1coc(COc2cccc3cccnc23)n1
-13 | Fc1ccc(COn2nnc3ccc(Cl)cc32)c(Cl)c1
-2 | CCC(c1ccc(F)cc1F)S(=O)CC(=O)N1CCC(C)CC1 (centres undefined)
-6 | CN1OCC(S(=O)(=O)N(C)Cc2ccccc2)C1c1ccnc2ccccc12 (centres undefined)
-21 | COc1c(F)cc(CN2CCCC(O)(CO)CC2)cc1F (centres undefined)
-7 | c1cc(NCc2nc(-c3ccco3)no2)cc(OC2CCCC2)c1
-4 | O=C(NN=Cc1ccsc1)C1CC1
-4 | NC1CCN(c2ccccc2C(=O)NCc2ccncc2)CC1
-2 | CCCC(=O)N1CCCCC1C(=O)NCc1nc(-c2ccco2)n[nH]1 (centres undefined)
-2 | CCN(CC(=O)Nc1ccc(NC(C)=O)cc1)c1ccc(C(F)(F)F)cn1
-11 | Cc1ccn2c(=O)c(NC(=O)c3ccc(Cl)cc3)c(C)nc2c1
-9 | CCn1nc(C)cc1C(=O)N(CCN1CCCCC1)CC1CCCN(C2CCCC2)C1 (centres undefined)
0 | CNC(=O)c1cccc(S(=O)(=O)N2CCCC(O)(CN(C)C)CC2)c1 (centres undefined)
-6 | Cc1cn2c3c(=O)n(Cc4ccccc4)c(=O)n(C)c3nc2n1C
-16 | O=C(NCC1CCOCC1)c1cccc2ccnn12
-10 | CCOC(=O)C1(CCc2ccccc2)CCN(C(=O)CSc2ncccn2)CC1
-6 | CCOC(=O)C1(Cc2ccccc2)CCCN(C(=O)NCc2ccccc2)C1 (centres undefined)
-1 | O=c1c2c(nc3n1CCC3)sc1c(O)c(Br)ccc12
-14 | Cc1noc(CN(C)C(=O)c2c(-n3cccc3)sc(C)c2C)n1
-26 | O=c1[nH]c(CN2CCN(c3ccccc3)CC2)nc2ccccc12
-1 | CN(C)C(=O)CN1C(=O)NC2(CCCCCCC2)C1=O
-7 | N#Cc1c(N)n[nH]c1CCCCCN=Cc1cc(Br)ccc1O
3 | Cc1cccc(C(=O)NCc2cccc3c2OCCO3)n1
-4 | Cc1ccc(C(=O)/C=C\Nc2cc(C(C)(C)C)on2)cc1
-3 | CC1=NNC(c2ccc(O)cc2)C1 (centres undefined)
-6 | Cn1nc2nc(NCC3CCCO3)nc(-c3cccc(Oc4ccccc4)c3)c2c1N (centres undefined)
7 | Cc1ccc(C)c(-c2nccn2C2CCNC2)c1 (centres undefined)
8 | CCOc1cccc(C2CC(=O)Nc3c2nc2n3CCCC2)c1O (centres undefined)
-6 | CS(=O)(=O)c1ccc(N2CCN(C(=O)CN3CCCCCC3=O)CC2)c([N+](=O)[O-])c1
-8 | COCc1cc(=O)oc2cc(OC)ccc12

# New compounds follow
mcGAS MS inh | mol
3 | CN(C)c1ccc(CN(C)c2ccc3nnnn3n2)cc1
-3 | Brc1nc(Br)n(CC2CCCCO2)n1 (centres undefined)
3 | Cc1ccccc1NCN1C(=O)c2cccc([N+](=O)[O-])c2C1=O
-3 | CNc1nnc(SCc2sc3ccccc3c2Cl)s1
-3 | O=C(CCN1C(=O)C2CCCCC2C1=O)NNC(=O)CC12CC3CC(CC(C3)C1)C2 (centres undefined)
-11 | Clc1ccc(OCc2nc(CNC3CC3)cs2)cc1
1 | CC(=O)OC(C)(C)[C@@H]1Cc2cc3ccc(=O)oc3cc2O1
-4 | CCOc1ccc(-c2nnc3n(C)c4c(=O)n(C)c(=O)n(C)c4n23)cc1
-10 | Clc1cccc(Cl)c1COc1ccccn1

# These rows are one share of the data; count on the stated rates, not on these rows.
